ST2 inh: inhibitors of human ST2 (IL1RL1) binding to IL-33, primary screen, biochemical, AlphaLISA; Interleukin-1 receptor-like 1 (Homo sapiens), Q01638; AlphaLISA ST2-Fc/biotin-IL-33 interaction, 1 h; inhibition, % for hits at 17 µM; hit rate 2.3% among 78,000; in the data active means inhibition above about 30%; inconclusive means mostly about 10% to 28%
Target sequence (Q01638 whole entry, looked up): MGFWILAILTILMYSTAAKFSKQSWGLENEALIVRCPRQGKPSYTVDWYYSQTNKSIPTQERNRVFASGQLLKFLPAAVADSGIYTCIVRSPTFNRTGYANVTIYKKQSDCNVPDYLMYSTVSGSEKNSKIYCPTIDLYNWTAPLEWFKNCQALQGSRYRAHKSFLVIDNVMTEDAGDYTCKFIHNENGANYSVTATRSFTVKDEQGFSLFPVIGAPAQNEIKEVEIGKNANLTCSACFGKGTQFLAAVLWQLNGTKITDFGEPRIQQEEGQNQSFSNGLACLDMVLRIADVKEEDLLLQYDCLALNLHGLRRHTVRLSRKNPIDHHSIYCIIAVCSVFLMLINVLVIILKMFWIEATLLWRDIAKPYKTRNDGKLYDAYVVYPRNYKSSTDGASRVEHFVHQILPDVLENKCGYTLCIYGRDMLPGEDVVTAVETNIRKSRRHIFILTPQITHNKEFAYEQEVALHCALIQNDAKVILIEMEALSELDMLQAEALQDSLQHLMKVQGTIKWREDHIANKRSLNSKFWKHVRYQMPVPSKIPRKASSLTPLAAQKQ
Starred values were filed as active, the others as inactive; i = inactive; ? = inconclusive.

The first two entries, ahead of the listing:
SMILES	ST2 inh
CCN(CC)Cc1c(O)ccc2cc(-c3nc4ccccc4n3C)c(=O)oc12	i
Cc1ccc(F)cc1CC(=O)N(C)CCc1scnc1C	?

The whole of this part, previewed entries included:
SMILES	ST2 inh
CCN(CC)Cc1c(O)ccc2cc(-c3nc4ccccc4n3C)c(=O)oc12	i
Cc1ccc(F)cc1CC(=O)N(C)CCc1scnc1C	?
Cc1ccc(C)c(-c2[nH]ncc2CN(C)Cc2ncc[nH]2)c1	?
CCCC1C(C#N)=C(N)SC(N)=C1C#N	?
O=C1NC(=Nc2ccccc2Cl)S/C1=C/c1ccc(F)cc1	?
O=C(Nc1ccc(F)c(F)c1)NC1CCCCC1	i
Cn1c(=O)c2c(nc(NCCOCCO)n2Cc2ccccc2Br)n(C)c1=O	i
O=C(NCCCn1nnc2ccccc21)c1ccc2nc(C3CCCCC3)oc2c1	?
Cc1ncc(CN2CCCC(C(=O)Nc3ccc(-c4cscn4)cc3)C2)s1 (stereo not given)	i
Cc1ccc(CNC(=O)c2cnc3n(c2=O)CCS3)cc1	i
CSc1nnc(SCc2nc3ccccc3[nH]2)s1	?
O=C1C2CCCN2C(c2cccc(F)c2)N1c1nccs1 (stereo not given)	i
Cc1c(S(=O)(=O)N2CCN(c3cc(-c4ccccc4)ncn3)CC2)cnn1C(F)F	i
COc1ccc(OC)c(Nc2nc(-c3sc(N)nc3C)cs2)c1	36%*
Nc1nonc1-c1noc(COc2ccc(F)cc2)n1	i
Cc1ccc(NC(=O)c2cc(Cl)c(Cl)cc2C(=O)O)cc1C	i
O=C(c1cccc(Cl)c1)N(c1ccc(F)cc1)C1C=CS(=O)(=O)C1 (stereo not given)	i
COc1nc2ccccc2cc1-c1nc(C)ncc1C	i
Cc1ccccc1CSC1=NCCN1C(=O)c1cccc(F)c1	i
CCOC(=O)C1CCCN(C(=O)c2sc3ncn(CC(=O)N(CC)CC)c(=O)c3c2C)C1 (stereo not given)	i
CC1Cn2c(nc3sc4c(c3c2=O)CC(C)(C)OC4)N1CCO (stereo not given)	i
CC1CN(CN2C(=O)C(=Nc3ccc(Cl)c(Cl)c3)c3ccccc32)CC(C)O1 (stereo not given)	?
O=C(c1ccccc1)c1ccc(OCCN2CCOCC2)cc1	i
CC(Oc1ccc2c(c1)OCO2)c1nc(CC2CCN(C)CC2)no1 (stereo not given)	i
CN(C)C1CCCN(C(=O)CCc2ccccc2Cl)CC1 (stereo not given)	?
C=C(C)CSc1nc2c(cc1C#N)CCC2	i
NNc1ncnc2sc3c(c12)CCCC3	i
NC(=O)Cc1nc(-c2ccc(F)cc2)cs1	i
CCOc1cccc2cc(C(=O)Nc3ccc(Cl)cc3Cl)c(=O)oc12	i
O=C(O)c1coc(COc2cccc3cccnc23)n1	?
COc1ccccc1NC(=O)C1=C(C)Nc2nc3ccccc3n2C1c1ccc(C)cc1 (stereo not given)	i
O=C1CCCCC(=O)N(c2ccccc2)c2ccccc21	i
CC(=O)N1C(=O)C2(C(C#N)=C(N)Oc3n[nH]c(C)c32)c2ccccc21 (stereo not given)	i
CC(C)Cn1cc(C(=O)N2CCN(C)CC2)c2c3ccccc3n(C)c2c1=O	i
O=C(COc1ccc(Cl)cc1Cl)NCCc1ccccc1	i
O=C(NCc1ccco1)C1CC2CCC1C2 (stereo not given)	?
Clc1cccc(Nc2nc3nonc3nc2N2CCOCC2)c1	?
CC(=O)Nc1cccc(NC(=O)CC(C)c2ccccc2)c1 (stereo not given)	i
COC(=O)[C@@H]1Cc2ncn(Cc3ccc(Cl)cc3)c2CN1C(=O)C1CCCCC1	i
COc1ccccc1N1CCN(CC(O)COc2cccc3ccccc23)CC1 (stereo not given)	i
C=CCNCCOc1ccc(C)cc1[N+](=O)[O-]	i
Cc1ccc(-c2cc(N3CCN(S(=O)(=O)c4ccc(C)cc4C)CC3)ncn2)cc1	?
N#Cc1nc(COc2ccccc2F)oc1NCCCn1ccnc1	?
O=C(NCCCN1CCOCC1)c1cc(-c2ccncc2)nc2ccccc12	i
C=CCc1cccc2cc(C(=O)NCCc3ccccc3)c(=O)oc12	i
Cc1ccc(Cl)cc1NC(=O)CC1Sc2ccccc2NC1=O (stereo not given)	i
CCCCCCCCCCCc1cc(=O)c2ccccc2n1C	i
CCNc1ncc(C(=O)N2CCCC(c3ccccc3)C2)cn1 (stereo not given)	?

Given with bars between the fields: seven of the compounds above
SMILES | ST2 inh
COC(=O)[C@@H]1Cc2ncn(Cc3ccc(Cl)cc3)c2CN1C(=O)C1CCCCC1 | i
COc1ccccc1N1CCN(CC(O)COc2cccc3ccccc23)CC1 (stereo not given) | i
C=CCNCCOc1ccc(C)cc1[N+](=O)[O-] | i
Cc1ccc(-c2cc(N3CCN(S(=O)(=O)c4ccc(C)cc4C)CC3)ncn2)cc1 | ?
N#Cc1nc(COc2ccccc2F)oc1NCCCn1ccnc1 | ?
O=C(NCCCN1CCOCC1)c1cc(-c2ccncc2)nc2ccccc12 | i
C=CCc1cccc2cc(C(=O)NCCc3ccccc3)c(=O)oc12 | i

(listing goes on)
SMILES	ST2 inh
O=C(c1ccc(Cl)cc1OC1CCN(CC2CC=CCC2)CC1)N1CCCCC1 (stereo not given)	i
Cc1cc(C(=O)N2CCC(n3nccc3NC(=O)CCCc3ccccc3)CC2)n(C)n1	i
O=C(O)CCC(=O)Nc1ccc(F)c(F)c1	i
O=S(=O)(c1ccccc1)c1cccc(S(=O)(=O)N2CCOCC2)c1	i
O=C(N[C@H]1CCN2C(=O)c3cc(-c4ccccc4F)ccc3NC(=O)[C@H]12)c1cccs1	?
COc1ccc(/C=C(/NC(=O)c2cccs2)c2nc3ccccc3[nH]2)cc1OC	i
COc1cc(OC)cc(-c2ccc(OC)nn2)c1	i
O=C(NCCn1cc(SCc2ccc([N+](=O)[O-])cc2)c2ccccc21)c1ccc(F)cc1	i
COc1ccc(C(=O)NC2CC2)cc1OC1CCN(Cc2cc(CC(C)C)n[nH]2)CC1	i
O=C1CC(c2cccc(Cl)c2Cl)c2cc3c(cc2N1)OCCO3 (stereo not given)	?
COc1ccc(CCN2CCC(CN(C)Cc3cnc[nH]3)CC2)cc1	i
COC(=O)c1ccc(C2C(C#N)=C(N)Oc3n[nH]c(-c4ccccc4)c32)cc1 (stereo not given)	i
Cc1cccc2[nH]c(CCN(C)C(=O)c3cc(C4CC4)[nH]n3)nc12	i
COc1ccccc1-n1cc(C(=O)N2CCc3c(nc[nH]c3=O)C2)cn1	?
CN1CC(=O)N2C[C@@H](NC(=O)c3ccc(OC(F)F)cc3)C[C@H]2C1=O	i
Cc1c[nH]c(CN2CCC(N3CCCC(C(=O)NC4CC4)C3)CC2)c(C)c1=O (stereo not given)	?
COc1ccc(Nc2nc(-c3nnc(-c4ccc(C)cc4)o3)nc3ccccc23)cc1OC	i
CCC(SC1=Nc2ccccc2C2=NC(C)C(=O)N12)C(=O)Nc1ccccc1OC (stereo not given)	?
Cc1[nH]c2ccccc2c1SCCNC(=O)c1ccncc1	i
COc1ccc(Nc2cc(C)nc(Nc3ccc(NC(=O)c4ccccc4)cc3)n2)cc1	?
O=C(NCCc1ccsc1)c1ccc2c(Cl)c3c(nc2c1)CCCC3	i
C=CCn1nc(C(=O)N2CCSCC2)c2c1CCC(NCCCSC)C2 (stereo not given)	i
COC(=O)C1CCCN1S(=O)(=O)c1ccc(C)cc1 (stereo not given)	i
CCOC(=O)c1sc2nc(C)nc(Nc3cccc(Cl)c3)c2c1C	i
CCOC(=O)C1(Cc2ccccc2C(F)(F)F)CCN(Cc2ccc(COC)o2)CC1	i
CN1CCN(c2cc3c(nn2)Oc2ccccc2N3C)CC1	i
Cc1cccc(-c2nsc(SCC(=O)N3CCc4ccccc43)n2)c1	i
CCCN(Cc1ccccc1)C(=O)Nc1ccc2snnc2c1	i
Cc1nccn1S(=O)(=O)/C=C/c1ccc([N+](=O)[O-])cc1	i
Cc1ccc(CN2C(=O)C3(OCCCO3)c3ccccc32)cc1	?
O=c1cc(CCn2cccn2)nc(-c2ccc(CN3CCC[C@@H]3CO)cc2)[nH]1	i
COc1ccc(CCN2CC(C(=O)N(C)Cc3c(C)n[nH]c3C)CCC2=O)cc1 (stereo not given)	i
CCCc1cc(C(=O)N2CCC3(CCCN(Cc4cccc(OC)c4OC)C3)C2)n(C)n1 (stereo not given)	i
Cc1cc(C)n(CC(=O)NCc2n[nH]c(=O)c3ccccc23)n1	?
COc1cc2c(cc1OC)C(C(=O)Nc1cnc3ccccc3c1)C(c1cccs1)N(C)C2=O (stereo not given)	?
CCCC(=O)Nc1cccc(C(=O)NCc2ccccc2-n2cccn2)c1	?
NCC1Cc2cc(-c3ccc(C(=O)N4CCCCC4)o3)cc(F)c2O1 (stereo not given)	?
COCCCNC(=O)CSc1nc(-c2ccc3c(c2)OCO3)nc2cc(=O)[nH]n12	i
Cc1cc(C)c2c(c1)NC(=O)C2CC(=O)NCCc1ncccc1C (stereo not given)	i
O=C(O)c1ccc(CNS(=O)(=O)c2ccccc2)cc1	i
Cc1ccc(-c2noc(CCC(=O)N3CCCCCC3)n2)cc1	i
C=CCN1C(=O)C(CC(=O)Nc2ccc(OC)cc2)SC1=Nc1ccc(S(N)(=O)=O)cc1 (stereo not given)	i
COc1ccc(-c2cc(-c3ccccc3)nc(Br)c2C#N)cc1	i
O=C1CN(S(=O)(=O)c2ccc3c(c2)CCN3C(=O)C2CC2)CC(=O)N1CCc1ccccc1	?
O=C(CS(=O)(=O)c1cn(Cc2ccc(Cl)cc2)c2ccccc12)N1CCc2ccccc21	i
O=C(NC1CCCC1)C1CCC(=O)N1Cc1ccccc1Cl (stereo not given)	i
CC(=O)c1cccc(NC(=O)[C@H](CSCc2ccccc2)N2Cc3ccccc3C2=O)c1	i
COc1cc(OC)cc(C(=O)NCCc2nc3ccccc3[nH]2)c1	i

A different layout for part of the listing above:
CC(=O)N1C(=O)C2(C(C#N)=C(N)Oc3n[nH]c(C)c32)c2ccccc21 (stereo not given)
  ST2 inh: i

O=C(NCc1ccco1)C1CC2CCC1C2 (stereo not given)
  ST2 inh: ?

(next part)
SMILES	ST2 inh
CCCCC1(C)OC(=O)C(=Cc2c[nH]c3ccccc23)C(=O)O1 (stereo not given)	?
CC(=O)Nc1ccc(S(=O)(=O)N2CCN(c3cc(-c4ccccc4C)ncn3)CC2)cc1	i
CCCCn1nc(C)c2c1NC(=O)CC2C1CCNCC1 (stereo not given)	i
CC1CCCC(C)N1C(=O)Cn1c(=O)sc2ccccc21 (stereo not given)	i
Cc1ccc(S(=O)(=O)NC(C)C(c2cccs2)N2CCN(c3ccccc3F)CC2)cc1 (stereo not given)	i
CNc1cc(C(=O)N(Cc2noc(C)n2)C(C)C)ccn1	?
CCSc1nc2c(sc3ccccc32)c(=O)n1CC1CCCO1 (stereo not given)	i
Cn1c(=O)c2c(SCc3cccc(F)c3)nc(-c3ccc(F)cc3)nc2n(C)c1=O	i
O=[N+]([O-])c1cc(C(F)(F)F)ccc1N1CCN(c2ccc([N+](=O)[O-])c3cccnc23)CC1	45%*
CCc1nnc2sc(-c3ccc([N+](=O)[O-])cc3)nn12	?
COC(=O)c1cc(NS(=O)(=O)c2ccccc2)cc(C(=O)OC)c1	i
COc1ccc(N2C(=O)Nc3ccccc3C2(O)C(=O)NC2CCCc3ccccc32)c(OC)c1 (stereo not given)	i
CC(C)Cc1cc(C(=O)N2CCCC2c2ccccn2)no1 (stereo not given)	i
COc1ccc(NC2CCCN(c3nc(C(F)(F)F)nc(C)c3C)C2)cc1 (stereo not given)	i
CCc1nc(SCC(=O)Nc2ccccc2)c(C#N)cc1C	?
O=C1CCCN2N=C(SCC(=O)Nc3ccc(Cl)c(Cl)c3)SC2=N1	i
CCc1ccc(-c2nccn2CCc2ccco2)nc1	?
CCCS(=O)(=O)N1CCN(c2nc(C)cc(N(C)C)n2)CC1	i
Cc1nnc(SCC(=O)N2CCc3ccccc3C2)s1	?
Cc1nc(C)c(CC(=O)N(C)Cc2ccc(C)o2)c(=O)[nH]1	?
COc1cccc(NC(=O)CC(c2ccccc2)c2ccccc2O)c1 (stereo not given)	i
COc1c(F)cc(-c2cccc3ccnn23)cc1F	i
c1c(CN2CCC(c3nnc4n3CCCCC4)CC2)nn2c1CNCC2	i
CCN(CC)C(=O)[C@@H](C)[C@@H]1CC[C@@]2(C)CC[C@H](NC(=O)c3cnccn3)[C@@H](C)[C@@H]2[C@H]1O	i
Cc1sc2nc(CCN)nc(NCCCc3ccncc3)c2c1C	?
COc1cc(NC(=O)N[C@H]2CO[C@H]3[C@@H]2OC[C@@H]3Nc2nccc(-c3ccc(-c4ccccc4)cc3)n2)cc(OC)c1	?
Cc1[nH]nc(SCC(=O)NCc2ccc(Cl)cc2)c1[N+](=O)[O-]	?
CCN(C(=O)c1cccs1)c1ccccc1	i
CCCCCC1CC(CC#CCN2CCOCC2)C(=O)O1 (stereo not given)	i
Nc1cccc(C(=O)Nc2ccccc2)c1	i
C=CCc1cc(OC)ccc1OCCCN1CCCC1	?
COc1cccc(-c2nnc(SCC(=O)NCC3CCCO3)n2-c2ccccc2)c1 (stereo not given)	i
CC(=O)Nc1ccc(CN2CC[C@H](c3nnc(C)o3)C2)cc1	?
N/C(=C\C(=O)c1cccs1)C(Cl)(Cl)Cl	?
Fc1ccccc1CN1CCCC(NCc2cccn2-c2nccs2)C1 (stereo not given)	i
Cc1ccc(NS(=O)(=O)c2c(C)n[nH]c2C)cc1C	i
COc1ccc(C2CC(c3ccc(Cl)cc3)n3nc(N)nc3N2)cc1 (stereo not given)	i
NC1CC(=O)N(Cc2ccccc2Cl)C1 (stereo not given)	i
Cc1ccc(-c2nc3ccccc3[nH]2)cc1NC(=O)c1cccs1	i
Cc1ccc(-n2nc3c(c2NC(=O)C(C)(C)C)CSC3)c(C)c1	i
O=C(O)c1cc2cc(F)ccc2[nH]1	i

Arranged by molecular weight (descending): part of the list above.
SMILES	ST2 inh
COc1ccc(Nc2nc(-c3nnc(-c4ccc(C)cc4)o3)nc3ccccc23)cc1OC	i
CCOC(=O)c1sc2nc(C)nc(Nc3cccc(Cl)c3)c2c1C	i
Cc1ccc(Cl)cc1NC(=O)CC1Sc2ccccc2NC1=O (stereo not given)	i
C=CCc1cccc2cc(C(=O)NCCc3ccccc3)c(=O)oc12	i
CC1CCCC(C)N1C(=O)Cn1c(=O)sc2ccccc21 (stereo not given)	i

From PubChem BioAssay

These rows are one share of the data, so the mix of outcomes need not match the whole.
